# From PubChem
# PGC1a acetyl inh: modulators of PGC1a acetylation. U2OS PGC1a acetylation, AlphaScreen anti-acetyl-lysine; with virally co-expressed GCN5 acetyltransferase. inhibition, % at 15.6 µM. actives 0.17% (n = 350,000). AID 651687;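 active = every replicate shows inhibition of at least 40%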;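 note: 0% = neutral control wells and 100% = positive control wells; some results beyond the cut were filed as inactive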
# LGR2 inh: blocks bursicon-induced cAMP signaling via Drosophila LGR2 | HEK293 LGR2, CRE-luciferase, bursicon-stimulated, 4 h | inhibition, % at 9.99 µM | actives 0.35% (n = 380,000);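 active = drop in luminescence signal, shown as inhibition above about 50% in the replicate tests, limit read from the data, passing the limit was not always enough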;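 note: agonist challenge used bursicon conditioned medium at about half maximal strength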
# Statin myotox sup: protects C2C12 myotubes from simvastatin toxicity | ATP luminescence, 48 h; scaled: DMSO 0, geranylgeraniol control 100 | rescue of ATP level, % at 7.49 µM | actives 0.78% (n = 330,000);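 active = mean ATP rescue above about 67%, or every replicate alone reaching that limit, limit read from the data, passing the limit was not always enough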;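 note: myotubes were challenged with 10 µM simvastatin during compound exposure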
# ERAP1 HTS inh: inhibitors of human ERAP1 aminopeptidase | AID 652197 | actives 0.15% (n = 340,000) | recombinant ERAP1, Leu-AMC fluorescence, 60 min | inhibition, % at 10.7 µM;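 active = mean replicate inhibition of at least 30%, or all replicates individually reaching that 30% level; inactive = mean below 30% and not every replicate reaching it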;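 note: 0% = neutral control wells and 100% = L-leucinethiol positive control wells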
# SIRT5 block: sirtuin-5 (human) deacylase inhibition; inhibition, % at 15 µM; Q9NXA8; Purified SirT5, succinyl-peptide AMC, trypsin-coupled fluorescence; actives 1.1% (n = 330,000); in the data active = inhibition above about 15%
# Target sequence (Q9NXA8 whole entry, looked up): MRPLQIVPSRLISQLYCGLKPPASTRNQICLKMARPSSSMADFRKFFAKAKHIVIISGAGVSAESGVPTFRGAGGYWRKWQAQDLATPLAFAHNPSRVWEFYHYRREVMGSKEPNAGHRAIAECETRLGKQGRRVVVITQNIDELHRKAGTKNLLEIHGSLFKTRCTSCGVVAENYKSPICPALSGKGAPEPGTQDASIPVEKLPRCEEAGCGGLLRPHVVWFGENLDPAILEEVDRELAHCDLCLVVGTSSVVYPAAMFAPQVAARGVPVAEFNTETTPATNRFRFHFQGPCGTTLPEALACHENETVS
# S100A4 MyoIIA: S100A4-myosin IIA interaction inhibition | S100A4/TAMRA-MyoIIA peptide fluorescence polarization | inhibition, % at 10.7 µM | actives 0.14% (n = 360,000);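 active = mean inhibition of at least 70% across replicates, with every replicate also reaching that level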
# Target sequence (P26447 whole entry, looked up): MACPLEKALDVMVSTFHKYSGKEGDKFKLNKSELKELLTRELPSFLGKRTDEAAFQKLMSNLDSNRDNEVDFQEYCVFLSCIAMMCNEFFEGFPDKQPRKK
#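 Material: human S100A4 monomer with TAMRA-labelled myosin IIA peptide; buffer or medium: HEPES pH 7.2 with CaCl2, KCl, NaCl, DTT, Triton; compound dosing: one concentration per compound; schedule: 5 min incubation before reading; benchmarks: neutral control DMSO, positive control TFP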
# Cneo AK release: causes C. neoformans cell lysis; adenylate kinase release luminescence, 4 h; normalised: neutral wells 0, clomiphene wells 100; lysis activity, % at 15 µM; actives 0.2% (n = 360,000);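 active = mean lysis activity across replicates of at least 80%, whatever share of replicates individually reach that level; inactive = mean lysis activity below 80%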
#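 Material – log-phase Cryptococcus neoformans yeast cells · Input – 5 × 10^6 yeast cells/mL · Medium – fresh YPD growth medium · Doses – single compound concentration per well · Timing – static 4 h at 37 °C with compound, 1 h detection · Detection – adenylate kinase release luminescence · Read-out – signal increase indicating cell lysis · Control set – Clomiphene as positive lysis control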
# Xi reactivation: activators of X-chromosome reactivation in mouse fibroblasts; XiGFP mouse fibroblasts, % GFP-positive cells imaging, 3 d; cells co-treated with 5-aza-dC sensitizer; scaled so ellipticine positive control = 100%; activation, % at 7.58 µM; actives 0.055% (n = 360,000);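 active = mean normalized replicate activation at least 10% and every replicate at or above 10%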;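 note: 0% = median of on-plate neutral control wells and 100% = ellipticine 6 µM median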
#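 System: SV40-immortalized XiGFP fibroblast cells, line 68-5-11 / Incubation: 3-day compound exposure, then 15 min fixation at room temperature / Compound: single concentration per compound, delivered by pin transfer / Buffer or medium: DMEM plus 5-aza-dC sensitizer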
# The depositor's hits bear a star; nt = not tested or not shown; & = joins results of further samples.
SMILES,PGC1a acetyl inh,LGR2 inh,Statin myotox sup,ERAP1 HTS inh,SIRT5 block,S100A4 MyoIIA,Cneo AK release,Xi reactivation
Cc1ccc(S(=O)(=O)N2[C@H](c3ccc(Cl)cc3)CC(=O)[C@@H]3CN(S(=O)(=O)c4ccccc4C)[C@H](c4ccc(Cl)cc4)C[C@@H]32)cc1,8,15,-29,-3,-3,3,1,-0.1
CC1(C)CC(Cc2cccc(C(F)(F)F)c2)N(C(=O)OC(C)(C)C)C1 (configuration not stated),2,6,1,nt,1,5,4,0.0
C[C@H](CO)N1C[C@H](C)[C@H](CN(C)C(=O)Nc2ccc(F)cc2)Oc2ccc(NS(=O)(=O)c3ccc(Cl)cc3)cc2CC1=O,0,0,-23,-1,0,-5,0,-1.0
CC(C)CC(NC(=O)C1CCC(=O)N1C(=O)OCc1ccccc1)C(=O)NC(Cc1ccccc1)C(N)=O (configuration not stated),nt,11,2,-5,-1,-1,-3,0.0
N#Cc1ccc(-c2ccc3c(c2)[C@H]2[C@H](CCN2C(=O)Cc2ccccc2)[C@@H](CO)N3)cc1,-17,12,-28,-2,-2,5,95*,0.3
COc1ccccc1CCC(=O)N1CCN(S(=O)(=O)c2cc(C(F)(F)F)ccc2Cl)CC1,1,1,25,-2,1,-12,5,0.2
CCNC(=O)[C@@H]1[C@@H](CO)[C@@H]2Cn3c(ccc(-c4ccc(F)cc4)c3=O)[C@H]1N2C(C)=O,nt,3,-13,1,-17,2,3,-0.1
Cc1cccc(C)c1OCC(O)CN1CCN(c2ccccc2)CC1 (configuration not stated),-17,4,16,-2,-2,8,-1,0.1
Cc1cccc(N(CC(=O)NC(C)C)C(=O)CCC(=O)Nc2ccccn2)c1,nt,-4,23,-3,2,-6,1,0.0
Cc1cc(C(=O)CN2C(=O)c3ccccc3C2=O)c(C)n1C1CC1,-9,0,20,0,-2,9,0,nt
CN(C)/C(Cn1cncn1)=C1/N=C(c2ccccc2)OC1=O,nt,-8,nt,0,2,-3,nt,0.2
COc1ccc(CNC(=O)C2CCCN2CCc2ccccc2)cc1OC (configuration not stated),-6,10,nt,0,1,-2,nt,0.0
COc1ccc(C)cc1NC(=O)Cn1c(=O)oc2ccccc21,-4,1,7,1,1,-2,-1,0.2
O=C(CC(F)(F)F)N1C[C@@H]2[C@H](c3ccccc31)[C@@H](CO)N2C(=O)C1CCCC1,-4,-11,14,0,0,12,-6,0.1
CCC(=O)N1c2ccc(S(=O)(=O)N3CCOCC3)cc2CC1C (configuration not stated),nt,-11,nt,2,-1,22,nt,0.1
COc1ccc(-c2cn(CCC(=O)NCc3ccc(C)cc3)c(-c3ccncc3)n2)cc1,nt,-14,-4,0,-5,0,4,0.0
COC(=O)C[C@@H]1CC[C@H]2[C@H](COc3ccc(NC(=O)c4cc(F)cc(F)c4)cc3C(=O)N2C)O1,-1,-9,-4,nt,nt,nt,2,0.0
CCN(CC)C(=O)Cn1c(=O)n(CCCC(=O)NCc2ccccc2)c(=O)c2sccc21,-7,4,8,nt,-6,1,nt,nt
C[C@@H]1CN([C@H](C)CO)C(=O)c2cc(NC(=O)CCC(F)(F)F)ccc2O[C@H]1CN(C)Cc1ccccc1,13,4,0,-2,1,-4,-2,-0.2
CC(C)(C)OC(=O)C[C@@H]1C/C=C\C[C@@H](CC(=O)N[C@H](CO)Cc2ccccc2)C(=O)NC[C@@H](c2ccccc2)OC1=O,-9,-9,-11,11,9,-3,1,0.4

# Whole records, quoted from the list. Values in the order: PGC1a acetyl inh	LGR2 inh	Statin myotox sup	ERAP1 HTS inh	SIRT5 block	S100A4 MyoIIA	Cneo AK release	Xi reactivation
# `O=C(CC(F)(F)F)N1C[C@@H]2[C@H](c3ccccc31)[C@@H](CO)N2C(=O)C1CCCC1` in the list: -4	-11	14	0	0	12	-6	0.1
# `Cc1cc(C(=O)CN2C(=O)c3ccccc3C2=O)c(C)n1C1CC1` in the list: -9	0	20	0	-2	9	0	nt
# `N#Cc1ccc(-c2ccc3c(c2)[C@H]2[C@H](CCN2C(=O)Cc2ccccc2)[C@@H](CO)N3)cc1` in the list: -17	12	-28	-2	-2	5	95*	0.3
# `C[C@@H]1CN([C@H](C)CO)C(=O)c2cc(NC(=O)CCC(F)(F)F)ccc2O[C@H]1CN(C)Cc1ccccc1` in the list: 13	4	0	-2	1	-4	-2	-0.2
# `Cc1cccc(N(CC(=O)NC(C)C)C(=O)CCC(=O)Nc2ccccn2)c1` in the list: nt	-4	23	-3	2	-6	1	0.0

# Remaining list, next part.
SMILES,PGC1a acetyl inh,LGR2 inh,Statin myotox sup,ERAP1 HTS inh,SIRT5 block,S100A4 MyoIIA,Cneo AK release,Xi reactivation
CCCCCCCC1(C)NC(=O)NC1=O (configuration not stated),2,-6,3,nt,1,8,3,0.4
COC(=O)[C@]12C[C@H](CC(=O)N3CCOCC3)C(=O)N(Cc3ccc4c(c3)OCO4)C1=C[C@H](COCc1ccccc1)O[C@@H]2C,nt,0,nt,-2,nt,9,nt,0.1
Cc1ccc(NC(=O)CCCN2C(=O)C(c3ccccc3)Oc3cccnc32)c(C)c1 (configuration not stated),11,12,6,-2,nt,-3,1,0.8
CC(c1cccs1)N(C(=O)Nc1ccccc1)C1CCCCC1 (configuration not stated),-27,-7,1,nt,nt,nt,0,nt
COCC(=O)N1C[C@H](C)[C@@H](OC)CN(C)C(=O)c2cc(NC(=O)c3ccccc3)ccc2OC[C@@H]1C,-12,12,16,-3,nt,6,-2,0.5
O=C(Nc1ccc(NC(=S)NC(=O)c2cccs2)cc1)c1ccco1,nt,-12,-13,2,-3,-2,0,0.2
CSCCC(C(=O)Nc1c(C)cccc1C)n1c(-c2ccc(C(F)(F)F)cc2)nc2ccccc21 (configuration not stated),nt,10,nt,0,-1,1,nt,0.0
CCOC(=O)N1CCC(NC(=O)c2cc3c(-c4ccc(Cl)cc4)nn(C)c3s2)CC1,-1,2,-3,-1,nt,-2,0,0.0
CCOc1ccc(-c2nc(-c3ccccc3)no2)cc1OCC,-1,-86,7,2,-2,2,0,1.1
COc1ccc(NC(=O)Nc2ccc3c(c2)C(=O)N([C@H](C)CO)C[C@H](C)[C@H](CN(C)C)OCCCC[C@@H](C)O3)cc1,15,-2,-14,-5&0,3&-3,35&-1,35,0.1&-0.1
COc1ccc(-c2noc(CCC(=O)NCC3CCCO3)n2)cc1OC (configuration not stated),-4,-9,4,-2,-6,0,6,0.0
CC(=O)Nc1ccc2nc(SCC(=O)N3CCOCC3)sc2c1,9,-46,nt,-4,-3,4,nt,0.0
C[C@@H]1CN([C@@H](C)CO)C(=O)c2cc(C#CC3CC3)cnc2O[C@@H]1CN(C)Cc1ccccc1C(=O)O,-2,16,4,0,nt,20,2,0.0
O=C1c2ccccc2NC(c2ccco2)N1/N=C/c1ccco1 (configuration not stated),nt,7,1,4,-1,3,-4,0.0
COc1ccc(-c2cc(C(=O)Nc3cc(C)on3)no2)cc1OC,-7,-17,14,nt,-3,-3,nt,0.0
Cc1cc(C)cc(OCCCn2ccnc2)c1,-9,-9,-3,-3,-1,-14,1,0.0
CSCC[C@H](NC(=O)OC(C)(C)C)C(=O)N/N=C/c1ccc2nccnc2c1,-5,-9,9,-3,-1,1,0,0.3
Cc1ccccc1-n1c(O)c(/C=N/N2CCCCC2c2cccnc2)c(=O)[nH]c1=O (configuration not stated),nt,-3,nt,4,-1,-7,nt,0.1
Cc1cc(C)cc(NC(=S)N2CCC(NC(=O)c3ccccc3C)CC2)c1,nt,17,nt,0,0,2,nt,0.3
Cn1cc([N+](=O)[O-])c(C(=O)Nc2ccc(-c3nc4ccccc4o3)cc2)n1,nt,-50,nt,0,-3,-2,nt,-0.1
CCOC(=O)C1(C)CCCCCN1C(=O)c1ccc(OC)c(C(F)(F)F)c1 (configuration not stated),-16,-5,-2,7,1,1,2,-0.1
O=C(CCl)c1ccc2c(c1)CCN2C(=O)C1CCCCC1,nt,-4,nt,-1,-11,4,nt,0.0
CCN(C[C@H]1[C@H](c2ccccc2)[C@@H](CO)N1CC1CC1)C(=O)c1cccc(F)c1,11,-3,8,2,1,-12,7,0.5
COc1ccc(S(=O)(=O)N(C)C[C@@H]2Oc3c(NC(=O)Nc4ccc5c(c4)OCO5)cccc3C(=O)N([C@@H](C)CO)C[C@H]2C)cc1,5,-9,nt,2,1,-3,37,-0.1
CCNc1nc(NC(C)C)nc(N(n2cnnc2)S(=O)(=O)c2ccc(C)cc2)n1,6,3,nt,-6,-5,-1,nt,0.6
C[C@H]1CN([C@@H](C)CO)C(=O)c2cccc(NC(=O)Nc3ccc(F)cc3)c2O[C@H]1CN(C)C,-6,-22,4,1,2,26,37,0.1
CCOc1cc(Br)c(CC(=O)NC2CCCCCC2)cc1OCC,nt,21,18,-1,0,-2,0,-0.1
COc1ccccc1NC(=O)c1cc2c(CO)cnc(C)c2oc1=Nc1cc(OC)c(OC)c(OC)c1,-12,5,5,0,0,2,-2,0.3
Nc1nc2c(s1)C(=O)CC(c1ccccc1)C2 (configuration not stated),3,6,9,nt,nt,nt,-1,nt
CC1SC(C)C(=O)N(CC(=O)Nc2ccc([N+](=O)[O-])cc2)C1=O (configuration not stated),3,22,nt,4,1,0,nt,0.2
C[C@@H]1CN([C@@H](C)CO)C(=O)c2cc(NC(=O)CCC(F)(F)F)ccc2O[C@H]1CN(C)CC1CCCCC1,-7,2,43,1,3,14,-11,-1.0
CC(C)[C@H](N)C(=O)N[C@H]1CCC2C3CC=C4C[C@@H](O)CC[C@]4(C)C3CC[C@@]21C (some centres not stated),0,-3,-1,0,-4,-1,5,0.3
C[C@H](CO)N1C[C@H](C)[C@H](CN(C)CC2CCOCC2)Oc2ncc(C3=CCCCC3)cc2C1=O,-16,27,-27,-2,-3,-35,-2,0.4
CC(=O)N1[C@H](CO)[C@H](c2ccc(-c3cccnc3)cc2)[C@H]1CNC(=O)C1CC1,7,-22,nt,-4,-2,-1,nt,0.1
OC[C@H]1[C@@H](c2ccccc2)C2(CN(Cc3ccccn3)C2)N1Cc1cncnc1,0,-15,nt,1,-4,-6,nt,0.2
O=C(NCc1cccs1)C1CCC(=O)N(Cc2cccc(C(F)(F)F)c2)C1 (configuration not stated),-9,5,0,-2,-3,-8,2,-0.1
Cc1ccc(S(=O)(=O)N2[C@@H](c3ccccc3F)C(C(=O)O)=CC[C@H]2c2cccs2)cc1,nt,6,0,20,-1,-5,1,0.0
CCN(CC)C(=S)SSC(=S)N(CC)CC,4,8,6,-1,-4,-4,-3,0.8
COC(=O)c1ccc(CN2C(=O)C(Cc3ccccc3)ON=C2c2ncccc2C)o1 (configuration not stated),nt,-7,6,nt,nt,-1,-1,0.0
CC1(C)OC2CC3C4CCC5=CC(=O)CCC5(C)C4(F)C(O)CC3(C)C2(C(=O)CO)O1 (configuration not stated),3,-13,-1,4,nt,0,nt,0.2
COc1cccc(NC(=O)C2C(c3ccccc3)C2(Cl)Cl)c1 (configuration not stated),1,-4,5,-1,-3,1,-5,-0.1
COc1cc(Br)cc(/C=N/NC(=O)Cc2ccccc2)c1O,15,-23,nt,-4,2,8,nt,0.0
C[C@@H]1CN([C@@H](C)CO)C(=O)Cc2cc(NC(=O)Cn3cnnn3)ccc2O[C@H]1CN(C)C(=O)Nc1ccc2c(c1)OCO2,0,2,0,0,-1,-5,-1,0.3

# Only part of the results is shown, so the mix of outcomes need not match the whole.
